# D2 potentiator: HTS Assay for Positive Allosteric Modulators of the Human D2 Dopamine Receptor: Primary Screen for Potentiators. potentiation, % at 10 µM. HEK293 T-REx D2, calcium flux, EC20 dopamine potentiation. 0.34% of 340,000 active;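 active = potentiation over 3 SD above the plate norm, cut at about 30% in these data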; also: 0% is about no effect
# Target sequence (P14416 whole entry, looked up): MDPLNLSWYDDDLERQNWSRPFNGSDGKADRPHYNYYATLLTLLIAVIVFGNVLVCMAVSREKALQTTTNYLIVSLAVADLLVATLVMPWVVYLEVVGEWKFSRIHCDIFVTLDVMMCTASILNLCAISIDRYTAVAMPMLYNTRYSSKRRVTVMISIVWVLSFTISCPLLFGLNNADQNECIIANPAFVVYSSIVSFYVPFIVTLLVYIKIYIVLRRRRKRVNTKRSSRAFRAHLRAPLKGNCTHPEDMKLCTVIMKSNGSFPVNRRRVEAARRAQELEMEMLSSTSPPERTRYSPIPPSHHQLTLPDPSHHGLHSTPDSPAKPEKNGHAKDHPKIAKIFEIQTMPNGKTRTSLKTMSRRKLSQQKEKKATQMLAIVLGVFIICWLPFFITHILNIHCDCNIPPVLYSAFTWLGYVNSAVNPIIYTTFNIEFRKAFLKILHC
#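 Cells plated with tetracycline inducer and held overnight at 30 C; calcium dye loaded 30–90 min at room temperature; baseline taken, compound added and read 180 s; EC20 dopamine then added and read 180 s.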
# Vif-APOBEC3G blk: qHTS for Inhibitors of Vif-A3G Interactions: qHTS. 0.076% of 410,000 active. DNA dC->dU-editing enzyme APOBEC-3G (Homo sapiens), Q9HC16. AID 602310, 2012. Potency, µM (doses to about 46.1 µM), inactives show at the top dose activity, negative = active, usual class: inhibitors. HeLa A3G-eYFP + Vif (tagged APOBEC3G with the HIV-1 protein that degrades it), YFP fluorescence, overnight;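 also: potency is read from the fitted curve at half-maximal effect; % is scaled to controls: 0 for no effect and ±100 for the full control effect; nearly all actives have a fitted effect of over 60% in size; hits raise eYFP signal because A3G escapes Vif-driven loss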
# Target sequence (Q9HC16 whole entry, looked up): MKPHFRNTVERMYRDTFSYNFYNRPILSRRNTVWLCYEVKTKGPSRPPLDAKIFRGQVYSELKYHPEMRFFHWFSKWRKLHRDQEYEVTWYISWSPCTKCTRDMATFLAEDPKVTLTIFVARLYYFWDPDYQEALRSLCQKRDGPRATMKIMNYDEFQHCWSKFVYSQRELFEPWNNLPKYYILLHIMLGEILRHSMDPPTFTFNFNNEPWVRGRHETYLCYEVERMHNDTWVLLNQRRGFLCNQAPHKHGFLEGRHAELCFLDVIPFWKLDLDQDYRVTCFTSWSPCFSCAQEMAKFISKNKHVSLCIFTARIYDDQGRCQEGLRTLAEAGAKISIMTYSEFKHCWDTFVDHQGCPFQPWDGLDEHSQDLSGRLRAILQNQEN
#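 HeLa cells stably expressing Vif and C-terminally eYFP-tagged A3G, seeded overnight at 37 deg C, then exposed to compound by pintool overnight at 37 deg C. Rise in yellow fluorescence (Ex 488/Em 500-530, Acumen) marks blocked Vif-driven A3G degradation.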
# D1 potentiator: Potentiators of Human D1 Dopamine Receptor: qHTS. D(1A) dopamine receptor (Homo sapiens), P21728. HEK293 TREx D1 cells, calcium flux, dopamine EC20 potentiation. potentiation, % at 10 µM. 0.036% of 360,000 active. AID 504651, 2011; in the data active = potentiation above about 30%; also: 0% is about no effect
# RXFP1 agonist: qHTS Assay for Agonists of the Relaxin Receptor RXFP1; Potency, µM (doses to about 57.5 µM), for the others: top-dose activation, actives largely listed as activators; 0.3% of 370,000 active; Relaxin receptor 1 (Homo sapiens), Q9HBX9; HEK293T-RXFP1 cAMP TR-FRET, 30 min; response scale: percent of porcine relaxin response, buffer zero; also: potency is read from the fitted curve at half-maximal effect; % is scaled to controls: 0 for no effect and ±100 for the full control effect; nearly all actives have a fitted effect of over 60% in size; many of its hits are not listed in these tables
#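 HEK293T cells stably expressing RXFP1 were pretreated with the PDE4 inhibitor Ro 20174, exposed to compounds for 30 min at 37C, lysed, and cAMP was read by TR-FRET. Data normalized to buffer (basal) and 29 nM porcine relaxin (100%).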
# D1 ag: Allosteric Agonists of the Human D1 Dopamine Receptor: qHTS; activation, % at 2 µM; D(1A) dopamine receptor (Homo sapiens), P21728; 1% of 360,000 active; AID 504660, 2011; HEK293 T-REx D1 cells, calcium flux, agonist mode; in the data active = activation above about 30%; also: 0% is about no effect
#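 Agonism was scored from calcium flux recorded over 180 s (1 read/s) after pintool compound addition, following a 10-cycle baseline. Cells were inducible force-coupled HEK293 TREx D1, plated overnight at 30 C and loaded with no-wash calcium dye.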
# Glioma ERSR ind: qHTS for Inducers of the Endoplasmic Reticulum Stress Response (ERSR) in Human Glioma: qHTS; 0.02% of 420,000 active; U87-MG GRP78 promoter luciferase reporter, 16 h; Potency, µM, without a hit: top-dose activation, most hits filed as activators; also: potency is read from the fitted curve at half-maximal effect; series mostly up to about 76 µM; % of control where 0% means no effect; nearly all actives have a fitted effect of over 35% in size
#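 Stably transfected U87-MG glioma cells carrying a GRP78-based luciferase sensor; 16 h compound incubation. Luminescence end-point read 10 min after Bright-Glo addition at room temperature.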
# Vif-APOBEC3F blk: qHTS for Inhibitors of Vif-A3F Interactions: qHTS; Potency, µM (doses to about 46.1 µM), for inactives: top-dose activity, negative = active; HeLa A3F-eYFP + Vif (tagged APOBEC3F with the HIV-1 protein that degrades it), YFP fluorescence increase; 0.2% of 390,000 active; also: potency is read from the fitted curve at half-maximal effect; % of control where 0% means no effect; nearly all actives have a fitted effect of over 65% in size
#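 HeLa cells stably expressing A3F-eYFP plus Vif, plated and incubated overnight at 37 deg C, then exposed to compounds overnight at 37 deg C. Blocked degradation read as raised yellow fluorescence (Ex 488/Em 500-530).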
# D1 antagonist: Antagonist of Human D 1 Dopamine Receptor: qHTS; 3.2% of 360,000 active; AID 504652, 2011; activity change, negative = inhibition, % at 10 µM; HEK293 TREx D1 cells, calcium flux, dopamine EC80; hits give low values; in the data active = activity change below about -30%; also: % is scaled to controls: 0 for no effect and ±100 for the full control effect
#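 After overnight tetracycline induction at 30 C, force-coupled D1 HEK293 cells took up a no-wash calcium dye at room temperature. Compounds were added and monitored 180 s, and the response to EC80 dopamine was then recorded.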
# RXFP1 antagonist: qHTS Assay for Antagonists of the Relaxin Receptor RXFP1; 0.59% of 350,000 active; activity change, negative = inhibition, % at 57.5 µM; Relaxin receptor 1 (Homo sapiens), Q9HBX9; HEK293-RXFP1, relaxin-stimulated cAMP HTRF, 30 min; hits give low values;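 active = activity change of -60% or lower, but not beyond a set lower limit; inconclusive = change between -60% and -40%, or beyond the set limit; inactive = change above -40%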; also: % is scaled to controls: 0 for no effect and ±100 for the full control effect
# The depositor's hits bear a star; ? = inconclusive; . = no result given; & = joins results of further samples. Unless noted, calls follow the shape of the dose curve; as a rule, active = well fitted curve in the direction sought with a large enough effect; inconclusive = small, poorly fitted or top-dose-only effect, or another doubt; inactive = no such curve, though single readings can be large; an effect the other way counts as inactive or inconclusive. Not all compounds are listed. The share of hits here may be higher or lower than overall.
1) CCOc1cc(NC(=S)Nc2ccc(Cl)cc2)c(OCC)cc1NC(C)=O
2) Cc1ccc(NC(=O)c2ccc([N+](=O)[O-])o2)cc1S(=O)(=O)N1CCOCC1
3) O=C(COC(=O)c1ccc(=O)[nH]c1)Nc1cccc(S(=O)(=O)N2CCOCC2)c1
4) COc1ccc(CN(Cc2ccco2)S(=O)(=O)c2ccc(S(=O)(=O)N3CCCC3)cc2)cc1
5) CCCN(CC(=O)Nc1ccccc1C)C(=O)C1CCN(S(=O)(=O)c2ccc(C)c(C)c2)CC1
6) CCOC(=O)c1ccc(NC(=O)CCS(=O)(=O)c2ccc3c(c2)oc(=O)n3C)cc1
7) COc1ccc(C/C(C)=N/NS(=O)(=O)c2ccc(Br)cc2)cc1
8) Cc1ccc(S(=O)(=O)CCC(=O)OCc2nnc(-c3ccccc3)o2)cc1

assay / entry,1,2,3,4,5,6,7,8
D2 potentiator,13,2,8,5,.,-4,-5,.
Vif-APOBEC3G blk,0%,?,-7%,1%,-6%,1%,2%,-1%
D1 potentiator,1,0,-4,-4,.,-1,-2,.
RXFP1 agonist,-1.1%,1.1%,4.1%,4.8%,.,-2.6%,-0.2%,.
D1 ag,9,7,2,5,.,1,2,.
Glioma ERSR ind,2%,-14%,-4%,-1%,-4%,-2%,-4%,0%
Vif-APOBEC3F blk,-1%,0%,-2%,-1%,-6%,-3%,-14%,-6%
D1 antagonist,-40*,11,-27,-15,.,-34*,-15,.
RXFP1 antagonist,-2,22,1,0,7,-11,-4,-13

9) COc1ccc(/C=N/N2CCOCC2)cc1Cn1nc(C)c([N+](=O)[O-])c1C
10) Cc1cccc2cc3c(NC(=O)C(C)C)nn(C)c3nc12
11) CCc1nnc(NC(=O)c2ncc(Cl)c(Cl)c2Cl)s1
12) CCCCn1cc(S(=O)(=O)c2ccc(CC)cc2)c(=O)c2cc(F)c(N3CCCC(C)C3)cc21 (stereo not given)
13) Cc1cccc(N(C(=O)Cn2nnc(-c3ccc(F)cc3)n2)C(C(=O)NC(C)(C)C)c2ccncc2)c1 (stereo not given)
14) Cc1ccccc1CNC(=O)C(C)Sc1ccccc1 (stereo not given)
15) O=C(CCNS(=O)(=O)c1ccc(Cl)cc1)OCC(=O)N1CCN(C(=O)c2ccco2)CC1
16) O=C(C1COc2ccccc2O1)N1CCN(c2ccccc2Cl)CC1 (stereo not given)

assay / entry,9,10,11,12,13,14,15,16
D2 potentiator,10,9,0,7,3,.,6,-7
Vif-APOBEC3G blk,-1%,-6%,1%,-2%,-1%,-7%,2%,-6%
D1 potentiator,-2,5,1,0,4,.,-2,-8
RXFP1 agonist,-0.9%,5.5%,0.0%,0.3%,-2.6%,.,3.7%,-1.5%
D1 ag,2,0,1,2,3,.,7,1
Glioma ERSR ind,1%,-1%,1%,-2%,-4%,-4%,-4%,1%
Vif-APOBEC3F blk,2%,-5%,-6%,2%,11%,-6%,2%,15%
D1 antagonist,-2,-4,-3,17,-9,.,-25,-14
RXFP1 antagonist,0,5,2,-3,-8,1,-12,9

17) O=Cc1c[nH]c2ccccc12
18) Oc1ccc2ccccc2c1/C=N/Nc1nnc(-c2ncc[nH]2)c2ccccc12
19) NC(=O)C1CCN(CCC(=O)Nc2ccc(Br)cc2)CC1
20) Cn1cccc1-c1cc(C(=O)N/N=C/C=C/c2ccccc2)[nH]n1
21) O=C(NCc1ccco1)C1CCCN1S(=O)(=O)c1ccc2ccccc2c1 (stereo not given)
22) COc1ccc(Nc2cnn(-c3nc4ccccc4s3)c(=O)c2Cl)cc1
23) COCCOC(=O)c1c(C)nc(SCC(=O)Nc2ccc(OC)cc2)c(C#N)c1-c1ccco1
24) O=C(O)c1ccccc1C(=O)NCc1c(Cl)cccc1Sc1ccc(Cl)cc1

assay / entry,17,18,19,20,21,22,23,24
D2 potentiator,.,5,11,3,-4,7,-3,11
Vif-APOBEC3G blk,1%,?,-9%,0%,0%,?,9%,2%
D1 potentiator,7,-4,-2,-7,-2,10,8,-6
RXFP1 agonist,.,4.1%,3.9%,-0.1%,2.6%,4.1%,16%,0.0%
D1 ag,1,36*,4,-1,0,3,0,0
Glioma ERSR ind,-2%,4%,-3%,0%,0%,-10%,-6%,-4%
Vif-APOBEC3F blk,.,?,-9%,4%,-5%,5%,6%,-14%
D1 antagonist,-55*,18,16,2,-4,-6,-11,-4
RXFP1 antagonist,.,39,-1,-2,6,.,4,-12

25) Cc1cccc(NC(=O)Cc2coc3ccc4ccccc4c23)n1
26) Cc1ccc(NC(=O)CCc2c(C)nc3c(-c4ccccc4)c(C)nn3c2C)c(C)c1
27) C[C@@H]1CN([C@H](C)CO)C(=O)CCCn2nncc2CO[C@H]1CN(C)Cc1ccc(C(=O)O)cc1
28) O=C(COC(=O)c1cc(Cl)ccc1O)Nc1cc(C(F)(F)F)ccc1N1CCOCC1
29) CC(=O)Nc1cccc(NS(=O)(=O)Cc2ccc(Cl)cc2)c1
30) O=C(/C=C/c1ccccc1)Nn1c(-c2cccs2)nc2ccccc2c1=O
31) CNC(=O)/C(C#N)=C/c1ccc(OCCOc2ccccc2)cc1
32) O=C1/C(=C/c2cccnc2)SC(=S)N1Nc1ccccc1

assay / entry,25,26,27,28,29,30,31,32
D2 potentiator,7,2,.,.,1,3,9,13
Vif-APOBEC3G blk,-20%,-15%,0%,2%,1%,-3%,-2%,0%
D1 potentiator,9,2,.,.,0,-6,-1,-1
RXFP1 agonist,-0.3%,-0.4%,.,.,0.3%,-0.1%,-2.4%,3.2%
D1 ag,-1,2,.,.,2,0,9,1
Glioma ERSR ind,-4%,-3%,-4%,-7%,-4%,-4%,-2%,0%
Vif-APOBEC3F blk,4%,-15%,11%,-1%,1%,-4%,2%,-11%
D1 antagonist,9,-7,.,.,-8,2,-7,2
RXFP1 antagonist,6,.,-1,-9,-10,-12,-11,-5

33) O=C(C(=O)N1CCN(c2ccccc2Cl)CC1)c1c[nH]c2ccccc12
34) O=C(COC(=O)c1ccc(Cl)cc1)NC(=O)NC1CCCC1
35) O=S(=O)(Nc1nc2ccccc2nc1Nc1cccc(S(=O)(=O)N2CCCCC2)c1)c1ccccc1
36) Cc1cccc(C(=O)NCC(=O)OCc2nnc(-c3ccccc3)o2)c1
37) COC(=O)c1sc2ncccc2c1OCc1c(Cl)cccc1Cl
38) O=C(Nc1cccnc1)c1ccc(NS(=O)(=O)c2cc([N+](=O)[O-])ccc2Cl)cc1
39) CCNC(=O)CC1C(=O)N(c2ccc(C)cc2)C(=O)N1CCOC (stereo not given)
40) O=C(COc1ccccc1)Nc1ccc2nc(SCC(=O)N3CCOCC3)sc2c1

assay / entry,33,34,35,36,37,38,39,40
D2 potentiator,12,-4,-2,3,11,8,8&1,-3
Vif-APOBEC3G blk,?,0%,?,-6%,-2%,-5%,0%&1%,2%
D1 potentiator,4,2,-6,-6,7,0,-8&0,-1
RXFP1 agonist,-0.4%,-0.7%,0.4%,0.4%,-1.5%,-0.9%,0.8%&3.3%,-0.2%
D1 ag,8,0,21,2,1,2,2&-2,5
Glioma ERSR ind,-5%,-5%,-7%,0%,-5%,-4%,-1%&-2%,-3%
Vif-APOBEC3F blk,-10%,3%,10µM*,-1%,-14%,-29%,-1%&0%,-2%
D1 antagonist,0,3,-23,-9,7,-2,3&-20,-7
RXFP1 antagonist,-20,10,-20,-20,0,2,9,?

41) O=C(NCCc1ccc(Cl)cc1)c1ccc2c(c1)OCCO2
42) Cc1ccc(NC(=S)Nc2ccc(Cl)c(Cl)c2)c(OC(F)F)c1
43) CCOC(=O)c1ccc(NC(=O)COc2coc(CN3CCc4ccccc43)cc2=O)cc1
44) O=C(O)/C=C/C(=O)NNC(=O)c1ccc(Cl)cc1Cl
45) COc1ccc(CCNC2=CC(=O)CC(C)(C)C2)cc1
46) CC(C)CN(C(=O)CCCOc1ccc(Cl)cc1Cl)c1c(N)n(Cc2ccccc2)c(=O)[nH]c1=O
47) CS(=O)(=O)c1ccc(C(=O)OCC(=O)NCc2cccs2)cc1[N+](=O)[O-]
48) CC1CCCN(CCCN2C(=O)C3C(C(=O)Nc4ccc(Cl)cc4)C4C=CC3(O4)C2C(=O)NC2CCCCC2)C1 (stereo not given)

assay / entry,41,42,43,44,45,46,47,48
D2 potentiator,-7,5,2,-4,6,1,.,-3
Vif-APOBEC3G blk,0%,0%,-1%,0%,-5%,-1%,-22%,4%
D1 potentiator,-7,-3,-7,2,1,-6,.,4
RXFP1 agonist,-0.1%,0.5%,0.4%,-1.5%,-0.3%,-0.3%,.,-4.0%
D1 ag,2,12,1,4,2,3,.,0
Glioma ERSR ind,-8%,-5%,-4%,1%,3%,-5%,-14%,0%
Vif-APOBEC3F blk,7%,?,9%,7%,2%,-1%,4%,-2%
D1 antagonist,-37*,-15,24,-5,3,-4,.,5
RXFP1 antagonist,-2,.,-10,-9,3,-1,-101*,-11

# Part of the list above, with two lines to a compound:
# Every second line gives: D2 potentiator	Vif-APOBEC3G blk	D1 potentiator	RXFP1 agonist	D1 ag	Glioma ERSR ind	Vif-APOBEC3F blk	D1 antagonist	RXFP1 antagonist
[47] CS(=O)(=O)c1ccc(C(=O)OCC(=O)NCc2cccs2)cc1[N+](=O)[O-]
→ .	-22%	.	.	.	-14%	4%	.	-101*
[45] COc1ccc(CCNC2=CC(=O)CC(C)(C)C2)cc1
→ 6	-5%	1	-0.3%	2	3%	2%	3	3
[43] CCOC(=O)c1ccc(NC(=O)COc2coc(CN3CCc4ccccc43)cc2=O)cc1
→ 2	-1%	-7	0.4%	1	-4%	9%	24	-10
[41] O=C(NCCc1ccc(Cl)cc1)c1ccc2c(c1)OCCO2
→ -7	0%	-7	-0.1%	2	-8%	7%	-37*	-2
[42] Cc1ccc(NC(=S)Nc2ccc(Cl)c(Cl)c2)c(OC(F)F)c1
→ 5	0%	-3	0.5%	12	-5%	?	-15	.

# Screening results (PubChem BioAssay)
